# High-throughput results from PubChem BioAssay.
# DNMT1 block: human DNMT1 methyltransferase inhibitors, primary screen, biochemical, molecular beacon, fluorescence, HinP1I cleavage, uHTS; AID 588458, 2011; inhibition (reported as % activation of signal), % at 10 µM; 360,000 tested, 0.83% active; DNA (cytosine-5)-methyltransferase 1 (Homo sapiens), P26358; in the data active = inhibition above about 50%
# SUMO1 PPI mod: modulators of SUMO1 protein-protein interactions, primary screen, biochemical, uHTS; Small ubiquitin-related modifier 1 (Homo sapiens), P63165; SUMO1 binding to a labelled peptide, TR-FRET, 1 h; inhibition, % at 20 µM; 360,000 tested, 0.33% active; in the data active = inhibition above about 37%
# MT1-MMP act inh: blockers of MT1-MMP proenzyme processing, primary screen, HT1080 RFP-PRO-GFP cells, GFP/RFP fluorescence; AID 651647, 2012; GFP/RFP ratio fluorescence, overnight; percent of plate control window, DMSO zero; Matrix metalloproteinase-14 (Homo sapiens), P50281; 360,000 tested, 0.061% active; GFP/RFP ratio change, % at 20 µM;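 active = GFP/RFP ratio change of at least 30% with cell ATP level not reduced by more than half and red fluorescence within 50% of control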; also: strong numbers were not always called active
#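 Material: RFP-PRO-GFP reporter HT1080 cells. Dosing: single-point 20 µM compound, 1% DMSO. Controls: DMSO and RFP-L50D-GFP cell wells. Timing: cells overnight before dosing, compound overnight, 37 °C, 5% CO2. Measure: GFP/RFP fluorescence ratio.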
# STEP block: STEP phosphatase inhibitors, primary screen, biochemical, fluorescence intensity, uHTS | recombinant STEP, OMFP fluorogenic substrate | Tyrosine-protein phosphatase non-receptor type 5 (Homo sapiens), P54829 | 360,000 tested, 0.25% active | inhibition, % at 20 µM | AID 588621, 2011;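 active = inhibition at 20 µM, scaled per plate between control wells, above about 37%, limit read from the data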;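 also: 0% = DMSO with enzyme and substrate and 100% = substrate only without enzyme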
# Target sequence (P54829 whole entry, looked up): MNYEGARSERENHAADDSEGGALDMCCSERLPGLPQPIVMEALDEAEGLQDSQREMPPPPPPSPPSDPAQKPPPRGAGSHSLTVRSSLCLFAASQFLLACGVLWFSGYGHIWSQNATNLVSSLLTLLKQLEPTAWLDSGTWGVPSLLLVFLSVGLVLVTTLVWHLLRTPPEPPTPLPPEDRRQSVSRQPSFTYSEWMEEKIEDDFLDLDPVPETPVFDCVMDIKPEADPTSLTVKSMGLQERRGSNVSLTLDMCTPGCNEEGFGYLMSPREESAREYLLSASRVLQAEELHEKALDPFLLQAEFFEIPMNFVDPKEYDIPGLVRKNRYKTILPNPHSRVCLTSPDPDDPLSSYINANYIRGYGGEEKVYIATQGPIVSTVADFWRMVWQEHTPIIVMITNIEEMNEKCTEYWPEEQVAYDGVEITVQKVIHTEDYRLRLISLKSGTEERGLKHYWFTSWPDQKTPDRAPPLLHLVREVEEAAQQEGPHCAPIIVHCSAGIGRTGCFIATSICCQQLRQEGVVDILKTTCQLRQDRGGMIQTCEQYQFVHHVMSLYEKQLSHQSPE
#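 Assay system: isolated STEP enzyme / Timing: 20 min at room temperature, dark / Doses: 20 µM, 1% DMSO / Technique: fluorescence intensity, excitation 480 nm, emission 540 nm / Reagent: fluorogenic phosphatase substrate OMFP at 25 µM final / Measure: percent inhibition scaled to no-enzyme and uninhibited-enzyme controls, plate-pattern corrected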
# NadD inh: inhibitors of S. aureus NadD, primary screen, biochemical, colorimetric, uHTS; Nicotinate-nucleotide adenylyltransferase NadD (Staphylococcus aureus N315); purified NadD enzyme, colorimetric absorbance read-out; inhibition, % at 20 µM; 360,000 tested, 0.78% active; AID 602399, 2012; in the data active = inhibition above about 26%; also: some compounds past the cut are filed as inactive
# Scp-1 inhibitor: Scp-1 phosphatase inhibitors, primary screen, biochemical, colorimetric, uHTS. 340,000 tested, 0.88% active. Recombinant Scp1, phosphopeptide, malachite green phosphate absorbance. inhibition, % at 20 µM;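 active = inhibition above about 50% at 20 µM, limit read from the data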;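 also: plate controls were DMSO wells with enzyme for no effect and wells lacking enzyme for full effect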
#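 Test system – truncated SCP-1 phosphatase (76-261aa) · Reagent – Phosphorylated 17-residue peptide substrate · Incubation – 45 min room-temperature reaction, 5 min colour, 30 min stabiliser · Detection – colorimetric phosphate reagent with accelerator and stabiliser, absorbance at 630 nm · Measure – % inhibition at 20 µM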
# CendR NRP1 mod: modulators of CendR peptide binding to NRP-1, primary screen, biochemical, fluorescence polarization, uHTS; inhibition, % at 25 µM; FAM-RPARPAR peptide binding to NRP-1; AID 602438, 2012; 360,000 tested, 0.85% active;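 active = inhibition or corrected inhibition above about 18%, plus a signal ratio from 0.5 to 1.5, limit read from the data, passing the limit was not always enough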; also: strong numbers were not always called active
# Rpn11 block: Rpn11 (PSMD14) deubiquitinase inhibitors, primary screen, biochemical, fluorescence polarization, uHTS; 360,000 tested, 0.59% active; calls only at 20 µM; 26S proteasome non-ATPase regulatory subunit 14 (Homo sapiens), O00487; human 26S proteasome, Ub4-pepOG fluorescence polarization; 20S core pre-blocked with epoxomicin;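 active = inhibition at 20 µM, scaled to each plate's controls, above about 33%, limit read from the data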
# Target sequence (O00487 whole entry, looked up): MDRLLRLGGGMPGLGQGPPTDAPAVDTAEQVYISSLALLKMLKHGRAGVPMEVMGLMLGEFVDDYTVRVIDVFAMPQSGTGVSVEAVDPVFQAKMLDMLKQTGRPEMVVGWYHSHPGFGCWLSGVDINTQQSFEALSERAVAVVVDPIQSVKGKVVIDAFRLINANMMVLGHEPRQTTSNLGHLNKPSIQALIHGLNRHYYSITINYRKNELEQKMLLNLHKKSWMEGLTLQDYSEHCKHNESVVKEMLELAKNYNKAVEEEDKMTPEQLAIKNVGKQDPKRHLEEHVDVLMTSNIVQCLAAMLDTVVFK
# LMPTP block: LMPTP phosphatase inhibitors, primary screen, biochemical, fluorescence intensity, uHTS; 360,000 tested, 0.22% active; Low molecular weight phosphotyrosine protein phosphatase (Homo sapiens), P24666; inhibition, % at 20 µM; AID 651560, 2012; recombinant LMPTP-A, OMFP fluorogenic substrate;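 active = compounds that cut the enzyme signal by at least half of the control window in the single-dose screen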;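 also: plate controls were DMSO wells with enzyme plus substrate for no effect and substrate without enzyme for full effect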
# Target sequence (P24666 whole entry, looked up): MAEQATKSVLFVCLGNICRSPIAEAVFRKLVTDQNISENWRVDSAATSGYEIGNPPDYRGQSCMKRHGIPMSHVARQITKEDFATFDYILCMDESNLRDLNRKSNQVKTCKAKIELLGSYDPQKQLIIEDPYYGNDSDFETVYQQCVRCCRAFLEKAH
#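 Test system: LMPTP-A phosphatase enzyme. Amount: LMPTP-A at 0.625 nM final in the reaction. Reagent: OMFP substrate, 400 µM final. Times: 50 min at room temperature. Signal: endpoint fluorescence intensity from OMFP dephosphorylation. Read-out basis: % inhibition. Benchmarks: no-enzyme and uninhibited controls.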
# SKN-1 inh: suppressors of acrylamide-induced Pgst-4::GFP reporter in worms, primary screen, SKN-1 inhibitor project, whole organism, uHTS, GFP/RFP fluorescence ratio, strain VP596; C. elegans VP596 Pgst-4::GFP/RFP ratio, 24 h; inhibition, % at 21.8 µM; 360,000 tested, 0.49% active; AID 624304, 2012;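 active = interference check ratio from 0.5 to 1.5 plus GFP to RFP signal ratio inhibition reaching or exceeding a fixed threshold, cut at about 30% in these data, passing the limit was not always enough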; also: some compounds called inactive have numbers as strong as hits
# Active calls of the source: *; i = inactive; . = not tested or not shown. Compounds were not picked by outcome; overall some 3.9% were active at least once.
SMILES,DNMT1 block,SUMO1 PPI mod,MT1-MMP act inh,STEP block,NadD inh,Scp-1 inhibitor,CendR NRP1 mod,Rpn11 block,LMPTP block,SKN-1 inh
Cc1ccccc1S(=O)(=O)Cc1ccc(C(=O)NCc2cccs2)o1,3,1,0,3,-2,5,10,i,-0.3,-7
Cc1c(C(=O)NCC(C)(C)N2CCOCC2)oc2ccccc12,5,1,3,-2,-7,-6,-6,i,-1.0,0
Cc1ccc(C2(C)NC(=O)N(CC(=O)N3CCN(S(=O)(=O)c4ccccc4[N+](=O)[O-])CC3)C2=O)cc1 (stereo not drawn),2,2,2,0,4,-5,8,i,7.7,11
Cc1ccc(OC(C)C(=O)N2CCCc3ccccc32)cc1 (stereo not drawn),-3,-1,2,-1,-6,-7,-2,i,-0.6,-29
CC(=O)Nc1ccc(-c2cc(NC(C)=O)n(-c3ccccc3)n2)cc1,0,-2,3,-1,0,-1,4,i,-0.6,5
O=C1Nc2ccccc2/C1=C/c1ccccc1F,5,-12,1,-1,1,-9,-2,i,2.0,-11
Cc1cccc(N(CC(=O)NCc2ccco2)C(=O)CCC(=O)Nc2ccccn2)c1C,2,0,-2,-1,1,-1,10,i,-1.3,-6
Cc1ccc(SCc2ccc(C(=O)N3CCCCC3)cc2)cc1,19,2,-6,-1,-4,-3,-8,i,0.5,-7
S=C(NCCc1cccc(Cl)c1)NCc1ccccc1,0,-7,1,1,-2,.,-4,i,0.4,14
NC(=O)c1ccsc1NC(=O)COC(=O)c1ccncc1,11,8,-1,1,-2,3,-10,i,1.5,6

# The list goes on; it opens with the 2 that closed the last part.
SMILES,DNMT1 block,SUMO1 PPI mod,MT1-MMP act inh,STEP block,NadD inh,Scp-1 inhibitor,CendR NRP1 mod,Rpn11 block,LMPTP block,SKN-1 inh
S=C(NCCc1cccc(Cl)c1)NCc1ccccc1,0,-7,1,1,-2,.,-4,i,0.4,14
NC(=O)c1ccsc1NC(=O)COC(=O)c1ccncc1,11,8,-1,1,-2,3,-10,i,1.5,6
CC(=O)c1cccc(NC(=O)C2CCN(S(=O)(=O)c3ccccc3)CC2)c1,7,2,-1,-1,-4,-11,7,i,-1.2,5
COc1ccc(-n2nc3c(c2NC(=O)COc2ccccc2OC)CS(=O)(=O)C3)cc1,3,2,1,-2,4,.,-1,i,-0.6,-11
COc1ccc(S(=O)(=O)CCC(=O)NCCc2ccc(C)cc2)cc1,6,0,5,-3,-9,8,-22,i,-2.1,5
C=C(C)n1c(=O)n(Cc2ccc(C)cc2)c2ccccc21,3,0,-2,0,-5,-4,2,i,1.5,9
COc1ccc(C2N=C(N)N=C(N)N2c2ccccc2OC)cc1OC (stereo not drawn),4,-4,-8,-1,-5,-4,2,i,-1.3,33
CN=C(Nc1cccc(Cl)c1)SC1CC(=O)N(c2ccc(OC)cc2)C1=O (stereo not drawn),-3,4,3,-3,-6,-13,10,i,1.5,-2
CSc1ccc(CN(C)CC(=O)N(C)CC(=O)Nc2ccccc2Br)cc1,0,2,-3,-2,-5,-6,8,i,-0.4,-14
CCOC(=O)NC(NCc1ccccc1)(C(F)(F)F)C(F)(F)F,-24,-2,-8,1,-6,-7,5,i,0.3,8
NS(=O)(=O)c1ccc(CCNC(=O)CCc2nc3ccccc3s2)cc1,0,5,1,-3,-10,-1,-3,i,-1.5,-2
CNCCOc1ccc(Cl)c(Cl)c1,-1,7,7,-1,-2,0,-5,i,-0.2,-1
CC[C@@H](C)[C@@H](C(=O)N1CCN(C(=O)OC(C)(C)C)CC1)n1cc(CCCCNC(=O)OC(C)(C)C)nn1,6,-1,1,3,-8,0,4,i,-1.6,14
Cc1ccc(N2CC(C(=O)N3CCC(C(=O)Nc4nncs4)CC3)CC2=O)cc1 (stereo not drawn),1,-7,2,1,-4,-8,8,i,-1.4,-7
O=C(Cc1nc2ccccc2[nH]1)N/N=C/c1ccccc1,39,-5,5,1,1,-6,19,i,-1.7,4
O=C(NC(=O)c1ccc(Cl)cc1)OC1CCCCC1,0,3,2,0,-5,-12,-7,i,-0.4,0
O=C(CNC(=O)c1ccccc1F)OCC(=O)N1CCCc2ccccc21,1,5,5,3,3,-4,10,i,-0.6,7
CCOC(=O)c1sc2nc(C)nc(SC(C)C(=O)N(C)c3ccccc3)c2c1C (stereo not drawn),-3,-6,-5,2,-3,-7,0,i,3.5,2
CN1CCN(C(=O)C2CCC(=O)N(CCc3cccc(F)c3)C2)CC1 (stereo not drawn),4,2,-2,-2,1,-2,19,i,0.0,19
COc1ccc(S(=O)(=O)N(C)[C@H]2C[C@H]3c4cc(-c5ccccc5)ccc4CCN3C(=O)[C@H]2[C@H](C)O)cc1,-10,2,-5,5,6,.,-5,i,3.9,-4
CC(=O)Nc1ccc2nc(CN3CCN(CC=C(C)C)C(CCO)C3)ccc2c1 (stereo not drawn),-3,-1,0,3,-4,-3,1,i,-1.8,-10
COc1ccc(C(=O)NCCc2ccc(S(N)(=O)=O)cc2)cc1OC,2,0,2,-5,-2,-3,-8,i,-0.6,5
N/C(=N\O)c1ccc(N2CCN(c3ncccc3C(F)(F)F)CC2)nc1,-1,5,3,1,-5,-3,10,i,-0.9,-10
COc1ccc(NS(=O)(=O)c2ccc(C)c(C(=O)NCCCN3CCCC3=O)c2)cc1,-1,-1,4,-4,-7,-6,9,i,-1.3,23
Cc1ccc(C(=O)NNC(=O)c2cccc(Br)c2)cc1,4,8,-2,0,-5,10,4,i,-0.4,8
CC1=NC(C)(C)Cc2c(C)cccc21,7,3,5,0,-3,-2,6,i,-0.7,8
C[C@H](c1ccccc1)N1C[C@H](COCc2ccccc2)Oc2cc(N3CC[C@@H](O)C3)ccc2S1(=O)=O,.,4,-5,.,-2,.,4,.,1.8,7
O=C(CCNC(=O)C1CCN(S(=O)(=O)c2ccccc2)CC1)NCc1ccccc1Cl,-2,-6,-1,-1,-4,-6,-3,i,-0.1,8
COc1ccc(C(N)c2csc(NC(=O)Nc3cccc(C(F)(F)F)c3)n2)cc1 (stereo not drawn),-25,-47,-6,8,16,.,10,i,-0.6,12
CCCN1C(=O)/C(=C/c2ccc3c(c2)OCO3)NC1=S,2,-18,-8,0,-5,2,1,i,0.2,0
Cc1ccc(F)cc1NC(=O)CN1C(=O)NC2(CCCc3ccccc32)C1=O (stereo not drawn),1,4,-2,0,0,-8,4,i,-0.2,4
Cc1ccc(NC(=O)c2ccc(OCC3CCCO3)cc2)nc1 (stereo not drawn),1,4,1,2,0,2,3,i,-0.1,6

# Some of the entries so far, with bars between the fields:
SMILES | DNMT1 block | SUMO1 PPI mod | MT1-MMP act inh | STEP block | NadD inh | Scp-1 inhibitor | CendR NRP1 mod | Rpn11 block | LMPTP block | SKN-1 inh
N/C(=N\O)c1ccc(N2CCN(c3ncccc3C(F)(F)F)CC2)nc1 | -1 | 5 | 3 | 1 | -5 | -3 | 10 | i | -0.9 | -10
COc1ccc(NS(=O)(=O)c2ccc(C)c(C(=O)NCCCN3CCCC3=O)c2)cc1 | -1 | -1 | 4 | -4 | -7 | -6 | 9 | i | -1.3 | 23

# Compounds above containing bromine, in the order listed:
SMILES,DNMT1 block,SUMO1 PPI mod,MT1-MMP act inh,STEP block,NadD inh,Scp-1 inhibitor,CendR NRP1 mod,Rpn11 block,LMPTP block,SKN-1 inh
CSc1ccc(CN(C)CC(=O)N(C)CC(=O)Nc2ccccc2Br)cc1,0,2,-3,-2,-5,-6,8,i,-0.4,-14
Cc1ccc(C(=O)NNC(=O)c2cccc(Br)c2)cc1,4,8,-2,0,-5,10,4,i,-0.4,8

# Later entries.
SMILES,DNMT1 block,SUMO1 PPI mod,MT1-MMP act inh,STEP block,NadD inh,Scp-1 inhibitor,CendR NRP1 mod,Rpn11 block,LMPTP block,SKN-1 inh
COc1ccccc1-c1nc2cc3ccccc3cc2nc1-c1ccccc1,-22,-23,1,-2,-1,-10,-4,i,1.2,-9
Cc1ccc2c(c1)N(CCC(=O)NCc1ccc3c(c1)OCO3)C(=O)CO2,4,-3,-1,-8,-4,-5,4,i,0.3,2
O=C(NC(=S)N1CCN(c2nc(-c3ccccc3)cs2)CC1)c1cncc(Br)c1,-1,4,6,1,35*,-3,-5,i,-0.3,6
CCOC(=O)c1c(NC(=O)CSc2nnnn2CC)sc(C)c1C,1,-2,-1,3,-6,-3,-3,i,1.7,20
CCOC(=O)/C(=N\Nc1ccc(Br)cc1)N1CCN(c2ccccc2OC)CC1,8,-5,5,0,-4,9,-3,i,0.9,-4
COc1ccc2[nH]c(=O)c(CN(C)C(=O)COc3ccccc3)cc2c1,-6,-3,-1,-1,-2,-2,-6,i,0.0,9
O=C(O)C1CSC2(c3ccc(F)cc3)CCC(=O)N12 (stereo not drawn),-1,0,-3,7,-1,4,-5,i,-1.1,1
Cc1onc(-c2c(Cl)cccc2Cl)c1C(=O)NCc1ccc(S(N)(=O)=O)cc1,-3,2,-1,2,6,-8,2,i,-0.9,19
